Screening results from PubChem.
LDHA block – inhibitors of human lactate dehydrogenase A. actives 0.15% (n = 480,000). AID 1347041. activity change, % (values are at about 110 or 230 µM). purified LDHA, NADH/diaphorase-resazurin fluorescence; stronger effect = lower value; in the data active = activity change below about -30%; inconclusive = mostly about -25% to -30%;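 note: plate controls were DMSO wells for no effect and wells without enzyme for full effect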
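Human LDH5 at 2 nM final in Tris HCl pH 7.4 with 0.06 mM NADH and 0.2 mM pyruvate, reacted 5 minutes at room temperature. Remaining NADH coupled via diaphorase/resazurin; resorufin fluorescence read at 0 and 20 minutes, normalized to enzyme-free and DMSO wells.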
ALOX12 inh – inhibitors of human 12S-lipoxygenase ALOX12. AID 1671190. purified 12hLO, xylenol orange hydroperoxide absorbance. P18054. Potency, µM (titrated, usually from 108 µM), inactives show at the highest dose activity change, negative = inhibition, hits mostly inhibitors. actives 1.1% (n = 580,000); active = well fitted inhibition curve with a large enough effect; inconclusive = small, poorly fitted or top-dose-only effect, or another doubt; inactive = no such curve, though single readings can be large or run the other way; note: potency is the fitted concentration of half-maximal effect
Target sequence (P18054 whole entry, looked up): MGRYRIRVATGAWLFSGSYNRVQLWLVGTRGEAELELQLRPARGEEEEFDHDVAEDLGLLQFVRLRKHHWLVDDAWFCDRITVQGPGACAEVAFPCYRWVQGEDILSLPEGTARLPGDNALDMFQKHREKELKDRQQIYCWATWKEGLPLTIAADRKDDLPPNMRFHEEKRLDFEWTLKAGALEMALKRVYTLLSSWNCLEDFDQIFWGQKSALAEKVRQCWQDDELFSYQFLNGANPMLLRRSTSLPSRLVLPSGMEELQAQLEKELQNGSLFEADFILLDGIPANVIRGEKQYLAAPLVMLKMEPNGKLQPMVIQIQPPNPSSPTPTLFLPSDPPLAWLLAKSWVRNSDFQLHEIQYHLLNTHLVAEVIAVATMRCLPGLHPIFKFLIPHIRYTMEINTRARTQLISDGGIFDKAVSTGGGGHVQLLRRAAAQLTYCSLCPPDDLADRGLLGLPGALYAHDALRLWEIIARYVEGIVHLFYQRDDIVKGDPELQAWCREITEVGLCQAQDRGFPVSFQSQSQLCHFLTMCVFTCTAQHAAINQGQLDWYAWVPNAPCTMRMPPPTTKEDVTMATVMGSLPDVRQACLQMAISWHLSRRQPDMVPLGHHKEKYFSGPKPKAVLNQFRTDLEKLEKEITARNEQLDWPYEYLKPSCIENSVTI
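Hydroperoxide product was detected by ferrous iron/xylenol orange as the 573 to 405 nm absorbance ratio. Arachidonic acid at 40 uM (final) was turned over for 30 min at room temperature by 150 nM human 12hLO, pH 7.0 Hepes buffer, after 15 min compound preincubation.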
The depositor's hits bear a star; ? = inconclusive; [ ] = remark or other dose. Unless noted, % is set by controls: 0 for no effect and ±100 for the full control effect. Not all compounds are listed (hit frequency here may not be typical).

SMILES | LDHA block | ALOX12 inh
c1ccc(Nc2nc(NCc3ccc4c(c3)OCO4)nc3nccnc23)cc1 | -9 | ?
O=C(COc1cc(Cl)c(Cl)cc1Cl)Nc1ccc2oc(-c3ccncc3)nc2c1 | 1 | -1%
O=C(NC1CCCCC1)c1cccnc1Cl | 0 | 16%
CCN(CC)CCNCc1cccs1 | 4 | -65%
Cc1ccccc1C(=O)NC(C)c1nc(-c2ccccc2Cl)no1 (stereo unspecified) | 9 | -3%
Cc1ccc(OCC(=O)N/N=C/c2cccc(O)c2)cc1 | 2 | 6%
N/C(=C\C(=O)c1ccccc1)C(F)(F)F | -2 | -16%
COCCN1C2=C(C(=O)CC(C)(C)C2)C(c2cccc(O)c2)C2=C1CC(C)(C)CC2=O | -10 | -8%
O=C(OCC(=O)N(Cc1ccccc1)C1CCS(=O)(=O)C1)c1n[nH]c2ccccc12 (stereo unspecified) | -12 | -60%
COc1ccc(C(CNC(=O)c2nn(C)c(=O)c3ccccc23)N(C)C)cc1 (stereo unspecified) | -1 | 8%
COc1ccccc1-c1noc(CN2CCCc3c(C(=O)NC(C)C)cccc32)n1 | 1 | -20%
O=C(NCCCNC(=O)c1cc2ccccc2[nH]1)c1ccc(-c2ccccc2)cc1 | -7 | ?
Cc1cc(C(=O)N(C)C2CCS(=O)(=O)C2)c2ccc(F)cc2n1 (stereo unspecified) | -6 | 4%
Cc1nc(CN2CCN(C(=O)NCC(C)(C)N(C)C)CC2)cs1 | 5 | 21%
N#Cc1c(Cl)nc(N/N=C/c2ccc([N+](=O)[O-])cc2)c(Cl)c1Cl | 0 | 33%[activator]
Cc1nonc1CN1CCN(C(C(=O)O)c2c[nH]c3cc(Cl)ccc23)CC1 (stereo unspecified) | -3 | ?
Cc1cccc(NC(=O)NCC2CCN(CCc3ccc(F)cc3)CC2)c1C | -10 | 35µM*
Cc1cccc2cc(CN(CC3CCCO3)S(=O)(=O)c3ccc(Cl)cc3)c(=O)[nH]c12 (stereo unspecified) | -1 | 67%[activator]
CC(N)c1ccc(NS(C)(=O)=O)cc1 (stereo unspecified) | 13 | 7%
COc1cccc2cc(-c3csc(Nc4cccc(C(F)(F)F)c4)n3)c(=O)oc12 | 0 | -16%

A draw from above in order of length of the SMILES, low to high:
SMILES | LDHA block | ALOX12 inh
CC(N)c1ccc(NS(C)(=O)=O)cc1 (stereo unspecified) | 13 | 7%
Cc1nc(CN2CCN(C(=O)NCC(C)(C)N(C)C)CC2)cs1 | 5 | 21%
COCCN1C2=C(C(=O)CC(C)(C)C2)C(c2cccc(O)c2)C2=C1CC(C)(C)CC2=O | -10 | -8%

Molecules above that have an aryl methoxy group (3):
SMILES | LDHA block | ALOX12 inh
COc1ccc(C(CNC(=O)c2nn(C)c(=O)c3ccccc23)N(C)C)cc1 (stereo unspecified) | -1 | 8%
COc1ccccc1-c1noc(CN2CCCc3c(C(=O)NC(C)C)cccc32)n1 | 1 | -20%
COc1cccc2cc(-c3csc(Nc4cccc(C(F)(F)F)c4)n3)c(=O)oc12 | 0 | -16%

(next part)
SMILES | LDHA block | ALOX12 inh
Cn1c(=O)c2c(nc(Nc3cccc(Cl)c3)n2CC(=O)O)n(C)c1=O | 4 | 40%
N#Cc1ccc(COc2ccc(I)cc2)cc1 | 2 | 3%
Cc1ccc(NC(=O)CSc2n[nH]c(=O)c3cc(-c4ccco4)nn23)cc1 | -9 | ?
COc1ccc(C(=O)Nc2nc(-c3nc4ccccc4s3)cs2)cc1 | 0 | -1%
Cc1cn([C@H]2C[C@H](O)[C@@H](/C=C/C(=O)NCC(c3ccccc3)c3ccccc3)O2)c(=O)[nH]c1=O | -5 | 0%
Cc1c(C(=O)Nc2ccccc2)sc(N)c1C#N | -1 | -20%
O=C(/C=C/c1ccc(Cl)cc1)c1cc2ccccc2oc1=O | 2 | -27%
COc1ccc(S(=O)(=O)N(C)C)cc1NC(=O)c1n[nH]c(=O)c2ccccc12 | -6 | ?
CC(=O)Nc1ccc(-c2ccnc3c2CC(C)(C(=O)NCC2CCOCC2)O3)cc1 (stereo unspecified) | -3 | 1%
COc1cccc(Nc2nc(C(N)Cc3ccc(Cl)cc3)cs2)n1 (stereo unspecified) | -15 | -25%
Cc1ccccc1NC(=O)C(C)N(C)Cc1ccc2ccccc2c1 (stereo unspecified) | -7 | -61%
CN(C(=O)CSc1nnc(-c2cccs2)n1N)C1CCCCC1 | 2 | ?
CC(C)(CO)C(O)C(=O)NCCCS(=O)(=O)O (stereo unspecified) | 1 | -26%
Cc1ccc(C)c(OC(=O)c2ccc(CSc3ccc(Cl)cc3)cc2)c1C | 5 | ?
CCc1nc2c(OCc3ccc(Cl)cc3)cccn2c1N(C)C(=O)c1ccncc1 | 3 | 0%
CC(C)c1ccc(CC(=O)N2CCC2(C)C(=O)NS(=O)(=O)c2ccc(C(C)(C)C)cc2)cc1 (stereo unspecified) | -4 | -45%
CCOCCCNc1nc2c(c(=O)[nH]c(=O)n2C)n1CCOC | -6 | 10%
CC(C)C(C(=O)Nc1ccc(NC(N)=O)cc1)c1ccc(Cl)cc1 (stereo unspecified) | -2 | ?
COc1ccc2c(C)c(CCC(=O)N3CCOCC3)c(=O)oc2c1 | 7 | 22%
Cc1cc(C)c(S(=O)(=O)N2CCN(c3ccc(N4CCCCC4)nn3)CC2)cc1C | 3 | ?

More entries.
SMILES | LDHA block | ALOX12 inh
CCC(CO)Nc1nc2c(c(=O)n(C)c(=O)n2C)n1Cc1c(Cl)cccc1Cl (stereo unspecified) | 7 | -8%
CC(C(=O)Nc1ccc2[nH]c(=O)[nH]c2c1)N(C)Cc1ccc(Br)cc1 (stereo unspecified) | 4 | 6%
CC(C)CNCc1cccc(C(N)=O)c1 | -23 | -2%
O=C(Nc1ccc2oc(-c3ccc(F)cc3)cc(=O)c2c1)c1ccco1 | 4 | -21%
CCn1c(=O)n(CC(=O)NC2(c3noc(C)n3)CCCCC2)c2ccccc21 | 2 | -22%
Clc1cccc(Cc2c(-c3cccc(Cl)c3)nc3ccc(Cl)cn23)c1 | -4 | -37%
CCCSc1ncc(Cl)c(C(=O)Nc2nnc(CC)s2)n1 | -3 | 7%
Cc1noc(CN2CCC(c3ccnn3CCO)CC2)n1 | -3 | 19%
Cc1ccc(Cn2nc(C)c3cc(C(=O)N4CCN(CC(=O)N5CCOCC5)CC4)sc32)cc1 | 2 | 2%
CCCCOc1ccc2c(=O)c(Oc3ccc(OC)cc3)c(C(F)(F)F)oc2c1 | 6 | ?
O=C(NN=C(C1CC1)C1CC1)c1cccc([N+](=O)[O-])c1 | -2 | 2%
CC1(C(=O)NS(=O)(=O)c2cccc(Cl)c2)CCN1C(=O)Cc1cc(F)ccc1F (stereo unspecified) | -6 | -6%
CCOc1ccc(C(C)=O)cc1COc1ccc(C#N)cc1OC | -1 | 11%
CO[C@H]1CN(C)C(=O)c2cc(NS(=O)(=O)c3ccccc3)ccc2OC[C@@H](C)N(Cc2ccccn2)C[C@@H]1C | 0 | 1%
Cc1ccc(C(=O)NCc2coc(-c3cccs3)n2)cc1[N+](=O)[O-] | 8 | -4%
COC(=O)C1=C(C(=O)OC)SC(=C(Cl)C(=S)Nc2cccc(C)c2)S1 | 10 | ?
CCCNc1ncnc2onc(-c3ccc(C)cc3)c12 | 0 | 11%
O=C(Oc1ccc(F)cc1)c1ccc(-c2nc3ccccc3s2)s1 | -17 | -12%
COc1c(C)cccc1C(=O)Nc1ccc2oc(=O)ccc2c1 | 1 | -25%
CCc1ccc(C(=O)Nc2ccccc2C#N)s1 | -5 | -101%

Next part:
SMILES | LDHA block | ALOX12 inh
CC(C)n1c(SCc2ccccc2Cl)nc2c1c(=O)[nH]c(=O)n2C | -2 | -12%
COc1ncccc1CNC(=O)Cc1ccccc1Cl | 6 | 1%
CC(C)CC(N)c1csc(NC(=O)c2cc(C(C)(C)C)nn2Cc2ccccc2)n1 (stereo unspecified) | -19 | ?
COc1ccc2c(C)c(CCC(=O)NC3CCS(=O)(=O)C3)c(=O)oc2c1 (stereo unspecified) | 1 | 0%
O=C(NC1CCCCC1)c1[nH]c2ccccc2c1Cl | -3 | 4%
O=C1/C(=C/c2ccccc2Br)CCc2ccccc21 | 2 | ?
C/C(=N/Nc1ccc(Cl)c(Cl)c1)c1ccc(Cl)c(Cl)c1Cl | 0 | ?
COCCn1cnnc1SCc1ccc(Br)cc1 | -2 | ?
O=C(CSc1nc(-c2ccccc2)cs1)Nc1ccc(OC(F)F)cc1 | 1 | ?
Cc1ccc(C(=O)Oc2cccc(C)c2C)cc1I | -6 | ?
COCC(C)n1c(C)cc(C(=O)CSc2nnc(-c3ccoc3C)n2-c2ccccc2)c1C (stereo unspecified) | 2 | 8%
CN(C)c1cccc(C(=O)Nc2ccc(CC#N)cc2)c1 | 11 | ?
CN1CCN(c2c([N+](=O)[O-])cnc3ccc(Br)cc23)CC1 | 11 | -2%
O=C(Nc1ccccc1)c1cc(C2CCCCN2C(=O)OCc2ccccc2)on1 (stereo unspecified) | -3 | 6%
COc1ccccc1/C=N/OCc1ccccc1C#N | 2 | -1%
COc1cc(C2C(C(=O)OC(C)C)=C(C)Nc3nc4ccccc4n32)cc(OC)c1O (stereo unspecified) | 9 | -11%
CCN(Cc1ccc(Cl)s1)C(=O)CCc1cccs1 | 2 | 41%[activator]
CC(C)OC(=O)C1=C(N)Oc2c(oc(CO)cc2=O)C1c1ccc(F)c(F)c1 (stereo unspecified) | 0 | ?
O=C(Nc1ccc(F)cc1F)C12CC3CC(CC(Br)(C3)C1)C2 | -1 | -3%
CC(CC(=O)NCC1(N(C)C)CCCCCC1)NC(=O)c1ccccc1 (stereo unspecified) | 5 | -9%

Taken from above.
LDHA block result of `Cc1ccc(C(=O)Oc2cccc(C)c2C)cc1I` = -6
ALOX12 inh result of `O=C(NC1CCCCC1)c1[nH]c2ccccc2c1Cl` = 4%
LDHA block result of `COCCn1cnnc1SCc1ccc(Br)cc1` = -2
LDHA block result of `COc1ccccc1/C=N/OCc1ccccc1C#N` = 2

(list continues)
SMILES | LDHA block | ALOX12 inh
CCc1cccc(NC(=O)c2nccnc2N)c1 | -1 | 4%
COc1ccc(C)cc1NC(=O)CNC(=O)CNc1cccc(Cl)c1F | 3 | -15%
CCCC(=O)N1CCC1(C)C(=O)Nc1ccccc1C(C)(C)C (stereo unspecified) | -4 | -10%
N#Cc1ccccc1CSc1ncc(C(F)(F)F)cc1Cl | -4 | 7%
CC(=O)Oc1cccc2cc(-c3nc(-c4ccccc4)no3)c(=O)oc12 | 2 | -16%
Cc1c(Cl)cccc1NC(=O)C(C)NS(=O)(=O)c1ccc2c(c1)CCN2C(=O)N1CCCC1 (stereo unspecified) | 5 | 3%
CC1CCC(C(C)C)C(OCCC[N+](C)(C)C)C1 (stereo unspecified) | 22 | ?
Cc1cc(C)c(C(=O)Cn2cnc3c2c(=O)n(C)c(=O)n3C)cc1C | 0 | 5%
CCOC(=O)COc1ccc2c(=O)c(-c3ccc(OC)c(OC)c3)coc2c1 | -9 | 54%[activator]
COc1ccc(C2=Nc3ccccc3N(C(=O)c3ccc4ncccc4c3)C2C(=O)NC(C)(C)C)cc1 (stereo unspecified) | -1 | -21%
COc1ccc(CNC(=O)c2[nH]c(C(F)(F)F)nc2-c2ccccc2)cc1OC | -7 | ?
COc1cc(/C=C/c2nc3ccccc3s2)ccc1OC(F)F | 1 | 3%
O=C(CCN1CCN(c2ccccn2)CC1)Nc1ccc(F)c(F)c1 | -9 | 2%
Cc1ccccc1CN1CCN(C(=O)c2sc(-c3ccc(F)cc3)nc2C)CC1 | -2 | 0%
CCC12CN3CC(CC)(CN(C1)C3c1ccco1)C2=O (stereo unspecified) | 0 | -6%
Cc1cc(Nc2cccc(F)c2)nc(-c2ccccc2)n1 | 3 | -23%
CN(C)CCN(Cc1ccc(F)cc1)C(=O)c1cccc(S(C)(=O)=O)c1 | 2 | -1%
COc1cc(OC)c2cc(C(=O)NCC(=O)Nc3ccc4c(c3)OCCO4)n(C)c2c1 | 5 | -2%
COc1ccc(Nc2nc3ccccc3nc2NS(=O)(=O)c2ccc(C)cc2)cc1 | -7 | 1%
CCCNC(=O)C1(C)CCCN(C(=O)c2cccc(Cl)c2)C1 (stereo unspecified) | -13 | 0%

More compounds
SMILES | LDHA block | ALOX12 inh
C=CCNC(=O)NC(=O)CN(C)Cc1ccc(-c2ccc(Br)cc2)o1 | 8 | ?
Cc1nc(N2CCN(C)CC2)c(C#N)c2c1CCCC2 | 1 | 14%
CCOC(=O)[C@]12CCCC=C1N(Cc1ccc3c(c1)OCO3)C(=O)[C@H](CC(=O)N1CCCC1)C2 | 3 | 8%
CC1(C)CC(NC(=O)c2nc(-c3ccc4[nH]ccc4c3)no2)CC(C)(C)N1 | -1 | 3%
Cc1c(C(=O)c2ccc[nH]2)oc2ccc(F)cc12 | -1 | ?
O=C1CC(c2cccc(Cl)c2)CC2=C1C=Nc1ccccc1N2 (stereo unspecified) | 4 | -11%

ALOX12 inh, what is marked active above.
compound | ALOX12 inh
Cc1cccc(NC(=O)NCC2CCN(CCc3ccc(F)cc3)CC2)c1C | 35µM*
